HepG2 tox – kills HepG2 cells in TGF-b inhibitor counter-screen. hit rate 0.76% among 410,000. Potency, µM (titrated, usually from 46.1 µM), for inactives: at the highest dose activity change, negative = cytotoxicity, most hits filed as cytotoxic. HepG2 CAGA-GFP viability, ATP luminescence, 18 h; note: potency is the fitted concentration of half-maximal effect; some results filed as inactive show a strong effect at the top dose
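HepG2 CAGA-GFP cells (1000/well, DMEM with 1% FBS) received compound, then TGF-beta at 500 pg/mL final, and were incubated 18 hours at 37 degrees C. Viability was read by CellTiter-Glo luminescence. Media-only wells were set as complete cell-killing and DMSO as no toxicity.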
TGFb SMAD3 inh – blocks TGF-b signaling. HepG2 CAGA-GFP TGF-b/SMAD3 reporter, GFP fluorescence, 18 h; TGF-beta stimulated, 500 pg/mL final. Potency, µM (top dose mostly 46.1 µM), for inactives: at the highest dose activity, negative = inhibition, hits mostly inhibitors. hit rate 1.2% among 410,000. AID 588855; note: potency is the fitted concentration of half-maximal effect; % is set by controls: 0 for no effect and ±100 for the full control effect; nearly all actives have a fitted effect of over 65% in size
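GFP signal (ex488/em500-530) from TGF-beta-stimulated HEPG2 CAGA-GFP cells, 500 pg/mL final, 18 h at 37 degrees C in DMEM plus 1% FBS, normalized to unstimulated and DMSO-stimulated controls.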
ATXN viability – cell viability loss in ATXN counter-screen; Potency, µM (doses to about 56.7 µM), hits mostly cytotoxic; hit rate 0.49% among 400,000; S2 cells (HEK-293 line with an ATXN2-luciferase reporter) viability, CellTiter-Fluor protease fluorescence, 24 h; AID 651635; note: potency is the fitted concentration of half-maximal effect; nearly all actives have a fitted effect of over 40% in size
Nrf2 ARE act – activates Nrf2 signaling | AREc32 ARE-luciferase reporter (MCF7-derived line), luminescence, 24 h | Potency, µM (top dose mostly 46.1 µM), for the others: at the top dose activation, most hits filed as activators | hit rate 0.31% among 410,000; note: potency is the fitted concentration of half-maximal effect; % of control where 0% means no effect; nearly all actives have a fitted effect of over 65% in size
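AREc32 cells carrying an ARE-driven firefly luciferase reporter were seeded at 1000 cells/well in OPTI-MEM with 5% FBS, then exposed to compound for 24 hr at 37 deg C. Luminescence was read with Steady-Glo after 30 min at RT.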
Nrf2 inh – inhibitors of Nrf2 signaling. A549 ARE-Fluc reporter, luciferase luminescence, 18-24 h. Potency, µM (top dose mostly 46 µM), inactives show at the highest dose activity change, negative = inhibition, hits mostly inhibitors. hit rate 2.1% among 360,000. AID 504444; note: potency is the fitted concentration of half-maximal effect; % is set by controls: 0 for no effect and ±100 for the full control effect; nearly all actives have a fitted effect of over 60% in size
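A549 ARE_Fluc cells, 5000/well, 5% FBS OPTI-MEM; compounds in dose-response, 18-24 h at 37 °C/5% CO2; CellTiter-Fluor viability read (Ex 405/Em 525), then BugLite luciferase luminescence = Nrf2 activity.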
A549 tox – counter-screen for Nrf2 inhibitors: cytotoxicity in A549 cells; A549 ARE-Fluc cells, CellTiter-Fluor viability, 18-24 h; Potency, µM (top dose mostly 46 µM), inactives show at the highest dose activity change, negative = cytotoxicity, most hits filed as inhibitors; hit rate 0.16% among 390,000; AID 504648; note: potency is the fitted concentration of half-maximal effect; % is set by controls: 0 for no effect and ±100 for the full control effect
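Cytotoxicity counterscreen: CellTiter-Fluor fluorescence was measured in A549 ARE_Fluc cells after 18-24 h of compound exposure in a concentration series. The subsequent BugLite luminescent read reports ARE-luciferase activity.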
ATXN2 expr inh – reduces ATXN2 reporter expression in HEK-293 cells; hit rate 0.72% among 360,000; Potency, µM (top dose mostly 57 µM), inactives show at the highest dose activity change, negative = inhibition, hits mostly inhibitors; HEK-293 ATXN2-luciferase reporter, luminescence, 24 h; note: potency is the fitted concentration of half-maximal effect; % is set by controls: 0 for no effect and ±100 for the full control effect; nearly all actives have a fitted effect of over 55% in size
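ATXN2-luciferase reporter cells (luciferase flanked by upstream and downstream ATXN2 gene portions) were treated 24 h at 37 °C with compounds at up to 57 uM. SteadyGlo luminescence gave expression; GF-AFC fluorescence gave viability.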
MCF10A rereplic – inducers of DNA re-replication in MCF 10A breast cells; MCF 10A DNA re-replication, Hoechst nuclear intensity, 48 h; Potency, µM (series often up to 46.1 µM), for the others: at the top dose activity, positive = re-replication, actives largely listed as activators; hit rate 2.9% among 350,000; AID 624296; note: potency is the fitted concentration of half-maximal effect; % of control where 0% means no effect; nearly all actives have a fitted effect of over 50% in size
IL-1B inflam inh – blocks inflammasome-driven IL-1 beta release | THP-1 LPS/ATP IL-1B secretion, AlphaLISA, 16 h; hits give low values | activity change, % at 57.5 µM | hit rate 4.7% among 360,000 | AID 743279; in the data active = activity change below about -50%; inconclusive = mostly about -30% to -49%; note: % is set by controls: 0 for no effect and ±100 for the full control effect
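THP-1 cells pretreated 1 hr with compounds (up to 57.5 uM final), then stimulated with LPS (250 ng/mL final) plus ATP (1.25 mM final); secreted IL-1B measured by AlphaLISA after 16 hr, decreased signal indicating inhibition.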
The depositor's hits bear a star; i = inactive; u = inconclusive; x = no result given; & = joins results of further samples; [ ] = another dose, or the depositor's remark. Unless noted, calls come from the whole dose curve; as a rule, active = well fitted curve in the direction sought with a large enough effect; inconclusive = small, poorly fitted or top-dose-only effect, or another doubt; inactive = no such curve, though single readings can be large; an effect the other way counts as inactive or inconclusive.

SMILES	HepG2 tox	TGFb SMAD3 inh	ATXN viability	Nrf2 ARE act	Nrf2 inh	A549 tox	ATXN2 expr inh	MCF10A rereplic	IL-1B inflam inh
CCc1cc[n+](C2=C([O-])c3ccccc3C(=O)/C2=N\S(=O)(=O)c2cccs2)cc1	3.55µM*	2.82µM*	u	-2.4%	18.4µM*	u	u	u	-85.9*
O=C(NCc1ccco1)c1c(O)c2cccc3c2n(c1=O)CCC3	-1.7%	-5.7%	i	u	-2.3%	-1.0%	-8.6%	u	17.1
CCCCc1cc(O)c(CCCC)c(O)c1	-24.0%	u	i	u	x	0.3%	54.0%[activator]	2.4%	u
COc1ccc(C2=Nc3ccccc3N(CC(=O)Nc3cccc(C(C)=O)c3)C(=O)C2)cc1	-21.5%	u	i	7.2%	u	-0.9%	-7.0%	x	x
COc1ccc(CNC(=O)CCc2cn(Cc3cc(C)ccc3C)c3ccccc23)cc1OC	-41.8%	u	x	-0.4%	23.1µM*	-5.0%	x	x	x
CC12CCC(=O)N1C(C(=O)N1CCN(S(=O)(=O)c3ccc(F)c(F)c3)CC1)CS2 (stereo not given)	14.6%	-4.1%	i	-0.3%	3.8%	0.6%	-3.8%	u	2.8
COc1ccccc1NC(=O)c1nnn(CC(=O)Nc2ccccc2)c1N	-34.5%	0.0%	i	0.3%	-4.9%	-6.2%	4.7%	-4.2%	0.0
COc1ccc(N=Cc2c(O)cc(C)oc2=O)cc1	0.0%	24.7%	i	2.7%	-13.6%	-2.8%	-9.5%	3.3%[9.22 µM]	1.0
C/C(CC(=O)Nc1ccc(Cl)cc1)=N\NC(=O)C(=O)N1CCCCC1	-1.0%	-12.6%	u	3.3%	1.8%	-2.3%	-7.0%	-1.7%	11.5
CCCNC(=O)c1csc(Nc2cccc3ccccc23)n1	-16.9%	-8.4%	u	8.2%	-3.0%	3.2%	x	0.9%	11.9
Cc1ccc2cc3c(N)c(C(=O)Nc4c(C)[nH]c(=O)[nH]c4=O)sc3nc2c1	-9.5%	186.6%[activator]	i	3.4%	16.6%	-0.2%	3.7%	10.7%	15.9
Cc1ccccc1-c1nc2ccccc2c(=O)n1/N=C/c1ccc([N+](=O)[O-])cc1	-7.8%	-2.2%	i	1.4%	4.3%	4.4%	-9.3%	-1.3%	41.3
O=C(N/C(=C/c1ccco1)C(=O)N1CCOCC1)c1ccc([N+](=O)[O-])cc1	-3.5%	-1.0%	i	-0.3%	0.5%	0.1%	-9.6%	1.0%	0.0
O=C(CSc1nnc(-c2ccc([N+](=O)[O-])cc2)o1)Nc1ccccn1	8.5%	7.3%	i	5.1%	5.4%	0.1%	x	u	-7.1
Cn1c(CNC(=O)c2ccc3c(c2)OCO3)nnc1SCC(=O)Nc1ccccc1Cl	2.0%	19.0%	i	0.3%	3.9%	-0.7%	-2.0%	-2.5%	3.9
CCOc1ccc(NS(=O)(=O)c2ccc(C(=O)NC3CCC(O)CC3)cc2)cc1 (stereo not given)	2.0%	-7.1%	i	-0.7%	-7.5%	-5.3%	-11.1%	2.1%	19.1
CC(C)OC(=O)CCC(=O)Nc1nc2ccccc2s1	-13.4%	-4.5%	i	3.0%	6.8%	-0.4%	39.1%[activator]	-4.7%	-9.3
O=[N+]([O-])c1cc(-c2nc(-c3ccccc3)no2)ccc1N1CCN(c2ccccc2)CC1	-0.9%	-0.8%	u	-0.3%	0.5%	11.6%	9.4%	x	x
Cc1cccc(C(=O)Nc2ccc3c(c2)nc(C)n3C)c1	-2.4%	6.0%	u	-1.6%	u	0.2%	-38.1%	-6.0%	-4.9
CC(C)(C)c1nnc(NS(=O)(=O)c2ccc([N+](=O)[O-])cc2)s1	-13.6%	-15.8%	u	-0.6%	0.1%	u	x	-2.1%	10.9

Brought forward from above: 2 compounds, then new ones.
SMILES	HepG2 tox	TGFb SMAD3 inh	ATXN viability	Nrf2 ARE act	Nrf2 inh	A549 tox	ATXN2 expr inh	MCF10A rereplic	IL-1B inflam inh
Cc1cccc(C(=O)Nc2ccc3c(c2)nc(C)n3C)c1	-2.4%	6.0%	u	-1.6%	u	0.2%	-38.1%	-6.0%	-4.9
CC(C)(C)c1nnc(NS(=O)(=O)c2ccc([N+](=O)[O-])cc2)s1	-13.6%	-15.8%	u	-0.6%	0.1%	u	x	-2.1%	10.9
NC(=O)COC(=O)CC1CC2CCC1C2 (stereo not given)	2.3%	5.6%	i	0.1%	-4.6%	11.0%	8.9%	-1.8%	-1.7
O=C(Cc1ccccc1)NC(NNc1ccccc1)(C(F)(F)F)C(F)(F)F	-30.6%	-0.7%	i	-0.5%	-12.4%	-1.5%	1.4%	10.0%	24.1
CC(=O)c1ccc(S(=O)(=O)NCCC(=O)OC(C)C(=O)Nc2ccc(F)cc2)cc1 (stereo not given)	-3.8%	-24.4%	i	-0.5%	-7.1%	4.4%	-5.2%	-15.5%	13.3
O=C(c1cccc([N+](=O)[O-])c1)N1CCN(c2n[nH]c(=O)[nH]c2=O)CC1	10.9%	5.5%	i	-0.1%	4.4%	-4.7%	2.3%	-2.8%	4.3
CC(=O)Nc1cccc(C(=O)N2CCN(Cc3ccccc3)CC2)c1	-18.1%	-5.3%	i	0.1%	u	-0.2%	5.4%	7.7%	-17.4
O=C(Cn1c(=O)c2cccn2c2ccc(F)cc21)N1CCN(c2ccccc2F)CC1	-20.2%	0.0%	x	0.5%	-4.5%	-0.4%	x	x	x
COc1cccc(CNC(=S)Nc2cc(C)ccc2C)c1	-5.0%	-0.5%	x	-0.5%	u	3.9%	-24.2%[11.3 µM]	-2.6%	-15.8
O=C(CN1CCCCC1)N/N=C/c1ccccc1Br	-3.6%	1.6%	i	-0.4%[9.22 µM]	3.5%	8.9%	13.0%	-11.3%	-23.4
O=C(NCCc1cccs1)c1ccc(Cn2c(SCc3cccc(F)c3)nc3cccnc32)cc1	-8.4%	u	x	0.9%	u	-20.4%	x	x	x
OCc1nnc2c3ccccc3c(-c3ccccc3)nn12	0.3%	-9.3%	i	0.2%	-0.4%	8.8%	0.1%	-9.4%	24.0
CC(=O)Nc1ccc(C(=O)/C=C/c2ccc[nH]2)cc1	33.1%	0.0%	i	16.3%	u	4.1%	63.6%[activator]	14.4%	-9.5
O=C(Nc1cccc(C(=O)O)c1)/C(=C\c1ccc2c(c1)OCO2)NC(=O)c1ccc(Br)o1	10.8%	18.8%	i	0.2%	u	0.7%	61.0%[activator][11.3 µM]	3.0%	-7.3
O=C(NCC(c1ccco1)N1CCCC1)c1cc2ccccc2s1 (stereo not given)	-27.7%	-5.7%	i	16.5%	22.3%	4.4%	9.1%	27.8%	-4.3
Nc1ncc(Br)cc1S(=O)(=O)NCCC(=O)NCc1ccc(F)cc1	5.5%	-1.6%	i	-0.7%	23.6%	0.9%	12.5%	2.3%	13.8
Nc1[nH]n2c(=O)c3c(nc2c1N=Nc1ccc(Cl)cc1)CCCC3	-9.9%	8.8%	i	2.5%	x	0.8%	u	21.9%	-18.8
CC1(C)OC(=O)C2=C(C[C@@H](C3CCCCC3)O[C@H]2c2ccc(Cl)cc2)O1	-23.4%	u	i	-0.1%	x	x	2.5%	x	11.3
O=C(NC1CCCCC1)C1CC(=O)N(c2cccc([N+](=O)[O-])c2)C1 (stereo not given)	2.2%	2.5%	i	0.0%	-13.7%	2.5%	-6.7%	-15.5%	-2.9
Cc1cc(C)cc(-n2c(SCC(=O)N3CCCC3)nc3c([nH]c4ccccc43)c2=O)c1	-0.8%	3.9%	i	0.1%	x	3.4%	3.0%	x	x
COc1ccc(CC(=O)NCC(=O)N/N=C/c2sccc2C)cc1	-45.6%	u	i	0.3%	10.4%	0.0%	2.8%	-2.0%	-6.7
O=Cc1ccccc1OCCN1CCCC1=O	-9.5%	-10.5%	i	2.3%	-1.4%	8.6%	x	11.7%	19.6
Cc1ccc2c(c1)/C(=C/c1ccccc1)C(=O)N2	-27.5%	u	i	u	-7.9%	0.0%	0.0%	u	-82.0*
CC(C)CN(C(=O)CSc1n[nH]c(-c2cccs2)n1)C1CCS(=O)(=O)C1 (stereo not given)	7.4%	6.3%	i	21.6%	14.8%	3.4%	4.4%	13.0%	28.8
CC(=O)N1CC2(CC(c3ccccc3F)=NO2)CN1c1ccc(Cl)cc1 (stereo not given)	-22.2%	-5.2%	i	4.7%	x	x	12.5%	x	-15.3
COC(=O)c1cn(NC(=O)c2cc([N+](=O)[O-])ccc2F)c(=O)c2ccccc12	-5.6%	-18.1%	i	17.6%	5.17µM*	-16.1%	1.06µM*	4.61µM*	-93.0*
CN(C)c1ccc(C(=O)OCC(=O)NCC2CCCO2)cc1 (stereo not given)	8.8%	11.0%	x	-0.6%	11.0%	-6.6%	x	4.3%	5.6
COc1ccc(C(CCN2CCCC(C)C2)c2c(OC)cc(OC)c3c(-c4ccccc4)cc(=O)oc23)cc1 (stereo not given)	-44.4%&-83.2%	u	x	-2.8%	-0.6%&12.1%	-19.5%&-13.9%	u	-2.1%	-26.2
CCc1ccc(NC(=O)C2=C(C)C(=O)OC23CCCCC3)cc1	-14.4%	x	x	0.0%	0.0%	4.9%	x	x	x
COc1ccc(NC(=S)NCCc2ccc(S(N)(=O)=O)cc2)c(OC)c1	-0.2%	19.9%	i	0.2%	2.1%	2.2%	-3.8%	0.1%	-4.4
Cc1ccc(-c2nc3ncccc3o2)cc1NC(=S)NC(=O)c1ccco1	-13.9%	-12.4%	i	6.6%	u	3.6%	0.7%	-0.6%	15.1
CCOc1ccc(C(C(=O)NC2CCCCC2)N(C(=O)c2ccco2)c2ccc(-n3cnnn3)c(C)c2)cc1 (stereo not given)	-19.8%	16.0%	i	2.7%	-6.9%	-10.6%	9.7%	-3.3%	8.7

High-throughput results deposited in PubChem BioAssay by National Center for Advancing Translational Sciences (NCATS).

Compounds were not picked by outcome; any-hit rate near 8.8%.
